Screens deposited in PubChem by Columbia University Molecular Screening Center.
mHtt clearance – mutant huntingtin protein clearance; HeLa Exon1htt(103Q)mCFP, aggregate imaging; zero = plate's median compound well; inhibition, % at 1.5 µM; actives 0.42% (n = 47,000); AID 853;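 active = inhibition of aggregate fluorescence above about 70%, also judged a hit by eye on the cell image, limit read from the data, passing the limit was not always enough; inconclusive = no rule stated for this call; inactive = not judged a hit on image review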;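 note: cells exposed to compound for three days before fixation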
mHtt clearance grain fraction – further read-out of mHtt clearance, marked with its call; fraction fluorescence in grains; measured here: aggregate grain fluorescence fraction; stronger effect = lower value;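 scaled fraction of total cell fluorescence in grains with unit not stated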
An asterisk follows results filed as active; ? = inconclusive; . = not tested or not shown.

Sample of the layout (two entries):
SMILES	mHtt clearance	mHtt clearance grain fraction
CCN1C(=O)c2ccccc2S(=O)c2ccc(C(=O)NC3CC3)cc21 (stereo unspecified)	-4	35
COC(=O)Cn1c(=O)sc2ccccc21	-133	91

The whole of this part, previewed entries included:
SMILES	mHtt clearance	mHtt clearance grain fraction
CCN1C(=O)c2ccccc2S(=O)c2ccc(C(=O)NC3CC3)cc21 (stereo unspecified)	-4	35
COC(=O)Cn1c(=O)sc2ccccc21	-133	91
O=C(O)Cc1ccc(C(=O)c2cccs2)s1	-15	36
CCOC(=O)N1CCN(c2c(F)cc3[nH]c(=S)[nH]c3c2Br)CC1	48	9.5
COc1ccccc1NC(=O)CSc1nnnn1-c1ccc2c(c1)OCO2	26	12
CCC(=O)Nc1c(-c2cccs2)c(=O)c2ccccc2n1C	54	19
CCN(C(=O)Cn1c(=O)n2nc(CCn3nc(C)cc3C)nc2c2ccccc21)c1cccc(C)c1	-8	42
Nc1nc2ccccc2n1CCN1CCCC1	-2	20
CCOC(=O)N1CCC(Nc2c(NCCCN(CC)CC)c(=O)c2=O)CC1	-12	50
Cc1ccc(/C=N/NC(=O)C2=NNC(c3ccccc3)(c3ccccc3)C2)c(O)c1	38	11
CCCCOc1ccc(C(=O)N2CCCCCC2)cc1	45	9.6
CSc1ccc(N2C(=O)NC3(CCCCC3)C2=O)cc1	18	34

The listing continues.
SMILES	mHtt clearance	mHtt clearance grain fraction
O=C(CC1COc2ccccc2O1)NCCc1ccccc1 (stereo unspecified)	-68	67
COc1ccccc1Nc1nc2c(s1)CCC2	68	10
CCOc1ccc(OCc2ccc(C(=O)Nc3cccc(C)n3)o2)cc1	-44	27
CC(C)NC(=O)CCNS(=O)(=O)c1ccc(Br)cc1	9	34
CC(n1cnnn1)C12CC3CC(CC(C3)C1)C2 (stereo unspecified)	14	17
CC(C)n1c(N2CCN(C(=O)Nc3ccccc3)CC2)nc2ccccc21	-13	49
O=C(O)CCCNS(=O)(=O)c1cccs1	-8	40
CCOP(=O)(c1ccc(N(C)C)cc1)C(O)c1ccccc1OC (stereo unspecified)	-10	21
N#CC1=C(N)OC2=C(C(=O)CCC2)C12CCC1(CC2)OCCO1	47	20
CCOC(=O)N1CCN(S(=O)(=O)c2ccc(C(=O)Nc3sc4c(c3C#N)CCC4)cc2)CC1	-2	38
Cc1ccnc(-n2c(CCN3C(=O)c4ccccc4C3=O)nc3ccccc3c2=O)c1	26	13
COc1ccc(-n2c(N)c(C(=O)NCC3CCCO3)c3nc4ccccc4nc32)c(OC)c1 (stereo unspecified)	8	18

Next part:
SMILES	mHtt clearance	mHtt clearance grain fraction
Cc1ccccc1-n1nc(C)c2cc(C(=O)N3CCN(S(=O)(=O)c4ccc(F)cc4)CC3)sc21	-37	47
CN(C)CCCNC(=O)c1ccc(-c2nc(-c3ccc(Cl)cc3)cs2)cc1	10	35
O=C(NCC(=O)N(c1cccnc1)C(C(=O)NCc1ccco1)c1ccccc1)c1ccco1 (stereo unspecified)	9	16
CCNS(=O)(=O)c1ccc(NC(=O)Nc2cccc(C(F)(F)F)c2)cc1	16	15
COc1ccc(S(=O)(=O)Cc2ccc(C(=O)NCc3cccs3)o2)cc1	28	35
NC(=O)COc1ccc(=O)n(-c2ccccc2)n1	18	29
CCCCN(CCCC)S(=O)(=O)c1ccc2[nH]c(=O)[nH]c2c1	12	27
Cn1nc(SCC(=O)O)sc1=S	-11	44
COc1ccc(N(CC(=O)Nc2cccc(N(C)S(C)(=O)=O)c2)S(C)(=O)=O)cc1OC	14	17
CCCCOc1ccc(-c2nnn(CCC(=O)N3CCOCC3)n2)cc1	-12	43
COc1cccc(-n2c(COc3ccc(C)cc3)nnc2SCC(N)=O)c1	-7	36
CCC(CC)c1nnc(NC(=O)c2c(-c3ccccc3)noc2C)s1	-15	55

A run of entries from further up, as a working copy:
SMILES	mHtt clearance	mHtt clearance grain fraction
COc1cccc(-n2c(COc3ccc(C)cc3)nnc2SCC(N)=O)c1	-7	36
CCC(CC)c1nnc(NC(=O)c2c(-c3ccccc3)noc2C)s1	-15	55

New compounds follow.
SMILES	mHtt clearance	mHtt clearance grain fraction
COc1ccc(C2NC(=O)NC(O)(C(F)(F)F)C2C(=O)c2ccc(C)cc2)cc1 (stereo unspecified)	28	13
CC(=O)NC12CC3CC(C1)CC(C(=O)OCC(=O)c1ccc4c(c1)OCCO4)(C3)C2	0	31
CCOc1ccc(N=Cc2c(O)cc(C)oc2=O)cc1	-27	63
COc1cccc(C(=O)O/N=C(\N)c2ccncc2)c1	-21	47
CCC(C)C1C(C#N)=C(N)Oc2n[nH]c(-c3ccccc3)c21 (stereo unspecified)	-99	81
N#Cc1c2c(c(NCCN3CCOCC3)n3c1nc1ccccc13)CCCC2	-32	45
CCCN(Cc1cc2cccc(C)c2[nH]c1=O)C(=O)c1cccc(OC)c1	60	7.5
Clc1ccc(-c2nnc3n2CCCCC3)cc1	26	16
O=C(CN1CCN(CC(=O)c2ccc(F)cc2)CC1)Nc1ccccc1Cl	13	33
Cc1nc(CCNC(=O)Cc2ccccc2)cs1	-18	35
COc1cc2c(cc1OC)C(c1ccc(N(C)C)cc1)CC(=O)N2 (stereo unspecified)	7	19
CCOC(=O)CSc1nnc(Cc2ccccc2)n1CC1CCCO1 (stereo unspecified)	-16	39

Further records follow:
SMILES	mHtt clearance	mHtt clearance grain fraction
CN1CCN(C(=O)c2ccc3c(=O)n(Cc4ccc(Cl)cc4)c(=S)[nH]c3c2)CC1	-6	39
Cc1cc(NC(=O)C2(c3ccccc3)CCCC2)no1	-3	17
O=S(=O)(NCc1ccco1)N1CCCCCC1	8	18
CCC(CO)N=CC1=C(O)CC(C)(C)CC1=O (stereo unspecified)	2	34
O=C(COC(=O)C1=COCCO1)Nc1ccccc1Oc1ccccc1	-59	33
O=C(Cn1ncc2c1-c1ccccc1OC2)N(Cc1ccco1)C1CCCCC1	-73	84
COc1ccc2[nH]c(=O)c3c(c2c1)OC(C)(C)C=C3	59	13
O=C(Nc1ccc(S(=O)(=O)N2CCOCC2)cc1)c1ccco1	30	12
CC(=O)C1=C(O)C(=O)N(c2nccs2)C1c1ccccc1 (stereo unspecified)	-55	31
FC(F)C(F)(F)C1=CC(c2ccccc2)=NCCN1	-23	25
O=C(CN(Cc1ccc2c(c1)OCO2)C(=O)CSc1nc2ccccc2o1)NC1CCCCC1	-14	39
Cn1c(=O)[nH]c(=O)c2c1nc(N1CCNCC1)n2CCOc1ccccc1	3	19

Of the compounds above, 6 contain a furan ring, fused or not.
SMILES	mHtt clearance	mHtt clearance grain fraction
CCOc1ccc(OCc2ccc(C(=O)Nc3cccc(C)n3)o2)cc1	-44	27
O=C(NCC(=O)N(c1cccnc1)C(C(=O)NCc1ccco1)c1ccccc1)c1ccco1 (stereo unspecified)	9	16
COc1ccc(S(=O)(=O)Cc2ccc(C(=O)NCc3cccs3)o2)cc1	28	35
O=S(=O)(NCc1ccco1)N1CCCCCC1	8	18
O=C(Cn1ncc2c1-c1ccccc1OC2)N(Cc1ccco1)C1CCCCC1	-73	84
O=C(Nc1ccc(S(=O)(=O)N2CCOCC2)cc1)c1ccco1	30	12

The list continues:
SMILES	mHtt clearance	mHtt clearance grain fraction
COc1ccc(N2C(=O)CC(N3CCN(c4ccc(S(=O)(=O)N5CCCC5)cc4)CC3)C2=O)cc1 (stereo unspecified)	2	38
Cc1ccc(CNC(=O)C2CCCN(Cc3cnn(-c4ccccc4)c3-n3cccc3)C2)cc1 (stereo unspecified)	-23	48
Cc1ccc(S(=O)(=O)CCc2nc3ccccc3n2CCC#N)cc1	50	9.2
CCC(C)(C)NC(=O)CN(C(=O)c1snc(C(N)=O)c1N)c1ccc2c(c1)OCO2	57	7.6
COCCOC(=O)c1c(C)oc2ccc(OCc3cc(C(=O)OC)oc3C)cc12	-35	28
c1ccc(-c2cc(N3CCCCCC3)n[nH]2)cc1	46	11
COc1cc(-c2nc3ccccn3c2NCC2CCCO2)ccc1O (stereo unspecified)	-45	49
CCn1c(SCC#N)nc2c(c1=O)C1(CCCC1)Cc1ccccc1-2	-21	26
CCOC(=O)c1ccc(NC(=O)C2C3C=CC(C3)C2C(=O)O)cc1 (stereo unspecified)	-39	42
CC(C)CNS(=O)(=O)c1ccc(C(=O)Nc2ccc3c(c2)OCCO3)cc1	28	13
Cc1ccc(C)c(N2CCN(C(=O)COc3cc(=O)n(C)c4ccccc34)CC2)c1	29	28
COC(=O)Nc1ncc(CN2CCCCC2)s1	10	18

Filtered by structure, the entries above containing a CF3 group.
SMILES	mHtt clearance	mHtt clearance grain fraction
CCNS(=O)(=O)c1ccc(NC(=O)Nc2cccc(C(F)(F)F)c2)cc1	16	15
COc1ccc(C2NC(=O)NC(O)(C(F)(F)F)C2C(=O)c2ccc(C)cc2)cc1 (stereo unspecified)	28	13

Other entries:
SMILES	mHtt clearance	mHtt clearance grain fraction
CCOC(=O)C1=C(C)NC(SC)=NC1c1ccc(OC)cc1 (stereo unspecified)	42	12
O=C1CC(N2CCOCC2)C(=O)N1c1ccccc1Cl (stereo unspecified)	42	11
CCOC(=O)NC1(C(F)(F)F)NC(=O)N(C2CCCCC2)C1=O (stereo unspecified)	4	23
COc1ccc(Cc2nnc(SCC(=O)Nc3ncc(C)s3)o2)cc1	-4	21
COc1ccccc1CNC(=O)CCn1c(=O)[nH]c2ccsc2c1=O	-19	24
COc1ccc(C2C(C#N)C(C#N)N3CCCN23)cc1 (stereo unspecified)	?	.
OC1CCCCC1Sc1nc2ccccc2s1 (stereo unspecified)	-30	25
Cn1nnnc1SCC(=O)c1ccco1	-2	35
CC(C)c1ccc(NC(=O)CN(Cc2ccccc2)S(C)(=O)=O)cc1	-17	21
O=C(Nc1cccnc1)Nc1ccc(F)c(Cl)c1	-12	18
CCCOC(=O)c1ccc(OC(=O)c2ccco2)cc1	-9	23
COc1ccc(S(=O)(=O)N2CCN(c3ccccc3OC)CC2)cc1OC	4	18

Continued:
SMILES	mHtt clearance	mHtt clearance grain fraction
CCC(=O)OC1c2ccccc2C(=O)N1Cc1ccccc1 (stereo unspecified)	23	35
CC(C)(C)c1ccc2c(c1)OCC(C(=O)O)O2 (stereo unspecified)	26	13
CS(=O)(=O)c1ccc(Cl)c(NC(=O)COC(=O)CNC(=O)c2ccc(Br)o2)c1	-57	59
Cc1ccc(Cn2c(SCC(=O)NCc3ccco3)nc3ccsc3c2=O)cc1	-342	140
COc1ccc(-c2cc3ccccc3oc2=O)cc1NC(=O)c1ccc(Br)o1	4	19
COc1ccc(-n2c(SCC(=O)N3CCCCC3)nnc2-c2cccnc2)cc1	-21	22
Cn1c(=O)c2c(ncn2CC(=O)N2CCN(c3cccc(Cl)c3)CC2)n(C)c1=O	19	14
COc1ccc(CCN(Cc2cc3cccc(C)c3[nH]c2=O)C(=O)N2CCCC2)cc1OC	50	9.2
CCOC(=O)NCc1ccc2c(c1)cc(C)n2C	-15	42
Cc1cc(C)n(/N=C/c2cccc(O)c2)c(=O)c1C(N)=O	35	26
CN(C)c1ccc(C(c2nnnn2C(C)(C)C)N2CCN(C(=O)c3ccco3)CC2)cc1 (stereo unspecified)	19	16
CCOC(=O)CSc1nnc(C2CCCCC2)n1C	18	37

(next part)
SMILES	mHtt clearance	mHtt clearance grain fraction
CCCN1CCN(C(=O)CCCNC(=O)Cn2cnc3sc(C)c(C)c3c2=O)CC1	48	21
CC(C)C(=O)Nc1cccc(-c2cn3ccsc3n2)c1	-4	20
O=C(c1cnn2ccccc12)N1CCc2ccccc21	-15	56
O=C(O)c1cccc2c1C(=O)N(C1CCCCC1)C2	4	43
CCOc1ccc(NC(=O)C(C)Sc2nnnn2C)cc1 (stereo unspecified)	2	21
CC(C)COc1ccc(C(=O)OCCN2CCOCC2)c(O)c1	-29	50
CC1CN(Cc2nc3c(c(=O)n(C)c(=O)n3C)n2CCc2ccccc2)CC(C)O1 (stereo unspecified)	20	14
O=C(c1cccc(N2C(=O)C3CC=CCC3C2=O)c1)N1CCCCCC1 (stereo unspecified)	32	28
CSCCC(NC(=O)c1cc(C)oc1C)C(=O)O (stereo unspecified)	-6	34
CCCNC(=O)CCC(=O)Nc1ncc(-c2ccc(C)cc2)n1C	4	34
Cc1ccc(C)c(-n2c(Cc3cc(=O)[nH]c(=O)[nH]3)nnc2SCC(=O)NCc2ccco2)c1	17	15
OCCNc1ncnc2ccc(Br)cc12	32	13

Next records follow:
SMILES	mHtt clearance	mHtt clearance grain fraction
CS(=O)(=O)Nc1ccc(S(=O)(=O)NCCc2ccccc2)cc1	37	10
CCCCn1c(CN(Cc2ccccc2)Cc2ccccc2)nc2c1c(=O)n(C)c(=O)n2C	-11	19
CCCC(=O)c1ccc(N2CCCCCC2)c(F)c1	0	20
COCCn1c(=S)[nH]c2ccc(N(C)C)cc2c1=O	-102	76
C=CCOc1ccc(C(=O)NC2CCCCC2)cc1	-1	23
Cc1cc(C)n2nc(SC(C)C(=O)NCc3ccco3)nc2n1 (stereo unspecified)	11	20
CCCCCn1c(SCc2ccncc2)nc2cc(C(=O)NCc3ccco3)ccc2c1=O	9	33
CCN(CC(=O)Nc1c(C(=O)OC)[nH]c2ccc(Cl)cc12)c1ccc2c(c1)OCO2	13	35
NC(=O)CSc1nnc(-c2ccc(S(=O)(=O)N3CCCCC3)cc2)n1-c1ccccc1	-22	22
COc1cccc2cc(C(=O)NCC3CCCO3)c(=O)oc12 (stereo unspecified)	16	16
CCOC(=O)CC1C(=O)NCCN1C(=O)c1cccc(C(F)(F)F)c1 (stereo unspecified)	-35	57

These rows are one share of the data; the hit share may differ from the screen's.
